# Compound activity deposited in PubChem by The Scripps Research Institute Molecular Screening Center.
# S1P1 ag = activates the human S1P1 receptor; P21453; 16,000 tested, 1.5% active; activation, % at 4.5 µM; S1P1 agonist cell-based reporter assay; in the data active = activation above about 80%
# Target sequence (P21453 whole entry, looked up): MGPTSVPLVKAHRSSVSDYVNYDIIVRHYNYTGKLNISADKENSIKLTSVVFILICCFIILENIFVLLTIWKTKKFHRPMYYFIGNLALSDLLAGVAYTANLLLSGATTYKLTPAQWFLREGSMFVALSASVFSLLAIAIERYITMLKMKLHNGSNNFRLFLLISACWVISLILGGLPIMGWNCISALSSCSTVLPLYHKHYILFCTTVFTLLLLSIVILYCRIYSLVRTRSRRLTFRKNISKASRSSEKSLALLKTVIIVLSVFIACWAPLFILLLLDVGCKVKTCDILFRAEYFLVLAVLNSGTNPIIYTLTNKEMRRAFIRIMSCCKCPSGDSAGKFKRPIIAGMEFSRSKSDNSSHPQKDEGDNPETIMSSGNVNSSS
# luminol inh ctr = counter-screen for Nox1 inhibitors: inhibitors of luminol chemiluminescence; inhibition, % at 6.7 µM; HRP/luminol/H2O2 chemiluminescence counterscreen; 16,000 tested, 0.4% active; note: reference of the scale not given here
# PME-1 Maybr inh = Maybridge compound blocking human PME-1; recombinant PME-1, FP-Rh probe fluorescence polarization; inhibition, % at 9 µM; 16,000 tested, 0.5% active; AID 2291; in the data active = inhibition above about 30%
# TLR4-MyD88 inh = blocks binding of human TLR4 to MyD88; O00206; Cell-based TLR4-MyD88 binding inhibition assay; inhibition, % at 10 µM; 16,000 tested, 0.06% active; in the data active = inhibition above about 45%
# Nox1 inh = inhibitors of human NADPH oxidase 1 (Nox1); HT29 cells, luminol chemiluminescence ROS; inhibition, % at 6.7 µM; 16,000 tested, 0.81% active
# NOTCH agonist = NOTCH pathway agonism; 15,000 tested, 0.4% active; activation, % at 2.5 µM; NOTCH signaling luciferase reporter cells, luminescence; in the data active = activation above about 2.2%
# KOR antag MB = antagonists of human kappa opioid receptor OPRK1, Maybridge library; P41145; OPRK1 cells, antagonist mode, fluorescence readout; inhibition, % at 9 µM; 16,000 tested, 0.4% active; AID 652031; in the data active = inhibition above about 50%
# rat GALR2 ag = GALR2 (rat) receptor agonism | O08726 | cell-based GALR2 agonist screen | activation, % at 10 µM | 16,000 tested, 0.5% active; in the data active = activation above about 15%
# * = called active by the depositor; nt = not tested or not shown. Cut-off read from the data, not from the text of the source, unless noted: active = inhibition above about 75%; inactive = the rest. Hits appear at their usual frequency; 4.8% or so of the library scored in one or more.
# Value order: S1P1 ag	luminol inh ctr	PME-1 Maybr inh	TLR4-MyD88 inh	Nox1 inh	NOTCH agonist	KOR antag MB	rat GALR2 ag
CSc1nc(N)n2nc(-c3cccs3)cc2n1
 : -16	-2	7	-4	9	-0.6	13	-9
Cc1ccc(S(=O)(=O)Nc2ccccc2N2CCCCC2)cc1Cl
 : 24	9	0	-6	-15	nt	-14	-10
COC(=O)c1cc(NC(=S)NC(=O)c2ccccc2)ccc1N1CCOCC1
 : 88*	7	1	6	-24	-0.5	9	-5
Nc1nc2c(c(C(F)(F)F)n1)CCCC2
 : 5	-1	-2	-1	-9	-0.7	13	-2
COC(=O)CSc1sccc1[N+](=O)[O-]
 : 8	2	-2	nt	-11	0.3	-16	-4
NC(=O)c1ccccc1NC(=O)c1ccoc1
 : 9	3	-3	7	-48	-0.1	16	-3
Cc1c(S(=O)(=O)N(Cc2ccccn2)Cc2ccccn2)cnn1-c1ccccc1
 : -2	2	-3	-1	-17	-0.5	-15	-10
Cc1cc(C)n2ncc(C#N)c2n1
 : -26	1	6	8	-44	-0.5	21	-6
Cc1cc(-c2noc(C(C)(C)C)n2)no1
 : -13	-5	1	-3	-1	0.0	-8	-6
O=C(Nc1nc(-c2ccc(OC(F)(F)F)cc2)no1)NN1CCCCC1
 : 1	-2	5	-5	-6	-0.5	-3	-6

# In another format: 6 of the compounds above.
SMILES | S1P1 ag | luminol inh ctr | PME-1 Maybr inh | TLR4-MyD88 inh | Nox1 inh | NOTCH agonist | KOR antag MB | rat GALR2 ag
Cc1ccc(S(=O)(=O)Nc2ccccc2N2CCCCC2)cc1Cl | 24 | 9 | 0 | -6 | -15 | nt | -14 | -10
COC(=O)c1cc(NC(=S)NC(=O)c2ccccc2)ccc1N1CCOCC1 | 88* | 7 | 1 | 6 | -24 | -0.5 | 9 | -5
Nc1nc2c(c(C(F)(F)F)n1)CCCC2 | 5 | -1 | -2 | -1 | -9 | -0.7 | 13 | -2
COC(=O)CSc1sccc1[N+](=O)[O-] | 8 | 2 | -2 | nt | -11 | 0.3 | -16 | -4
NC(=O)c1ccccc1NC(=O)c1ccoc1 | 9 | 3 | -3 | 7 | -48 | -0.1 | 16 | -3
Cc1c(S(=O)(=O)N(Cc2ccccn2)Cc2ccccn2)cnn1-c1ccccc1 | -2 | 2 | -3 | -1 | -17 | -0.5 | -15 | -10

# Carrying on.
# Value order: S1P1 ag	luminol inh ctr	PME-1 Maybr inh	TLR4-MyD88 inh	Nox1 inh	NOTCH agonist	KOR antag MB	rat GALR2 ag
O=c1oc(-c2ccccc2NS(=O)(=O)c2ccc(F)cc2)nc2ccccc12
 : 1	3	3	-6	-45	0.0	-3	-3
NC(=O)c1ccccc1NCC(=O)c1ccc(Cl)cc1
 : 13	0	5	1	-39	0.7	-2	-5
Cc1cc(-c2ccsc2)cc(C)n1
 : -7	0	0	8	-27	-0.8	12	-2
CC(C)S(=O)(=O)c1csc(C(=O)NNC(=O)Nc2ccccc2)c1Cl
 : 3	1	-1	-7	11	-0.5	-10	-4
Cc1noc(C)c1C(=O)Oc1ccc(-c2n[nH]nc2C#N)cc1
 : -2	-119	2	-18	-11	-0.3	-22	-8
CCOC(=O)CNC(=O)C(CC(N)=O)NC(=O)OC(C)(C)C (stereo not given)
 : 5	-5	6	-6	-1	0.3	-3	-8
CC1C/C(=N\Nc2cc(Cl)cc(Cl)c2)c2cc(Cl)ccc2S1(=O)=O (stereo not given)
 : -1	2	13	8	-37	-0.2	6	-12
O=S(=O)(Oc1ccc(-c2csnn2)cc1)c1cc(C(F)(F)F)cc(C(F)(F)F)c1
 : 1	-13	4	-8	17	-0.1	14	-4
CC(=O)c1cc2cc(Cl)cc(Cl)c2oc1=O
 : 21	5	-4	16	-20	-0.5	28	-8
Cc1ccc(-c2nc(NS(=O)(=O)c3cccc4nonc34)sc2C)cc1Cl
 : 12	10	17	-1	14	-0.6	-11	-4

# 2 records picked at random from the list so far:
# Value order: S1P1 ag	luminol inh ctr	PME-1 Maybr inh	TLR4-MyD88 inh	Nox1 inh	NOTCH agonist	KOR antag MB	rat GALR2 ag
CC1C/C(=N\Nc2cc(Cl)cc(Cl)c2)c2cc(Cl)ccc2S1(=O)=O (stereo not given)
 : -1	2	13	8	-37	-0.2	6	-12
CC(C)S(=O)(=O)c1csc(C(=O)NNC(=O)Nc2ccccc2)c1Cl
 : 3	1	-1	-7	11	-0.5	-10	-4

# The listing picks up, starting 2 compounds before the break.
# Value order: S1P1 ag	luminol inh ctr	PME-1 Maybr inh	TLR4-MyD88 inh	Nox1 inh	NOTCH agonist	KOR antag MB	rat GALR2 ag
CC(=O)c1cc2cc(Cl)cc(Cl)c2oc1=O
 : 21	5	-4	16	-20	-0.5	28	-8
Cc1ccc(-c2nc(NS(=O)(=O)c3cccc4nonc34)sc2C)cc1Cl
 : 12	10	17	-1	14	-0.6	-11	-4
O=C(Nc1nnc(Sc2ccnc3cc(Cl)ccc23)s1)C1CC1
 : 23	-4	-4	-3	15	-0.5	45	-3
Nc1nnc(Sc2ncccc2[N+](=O)[O-])s1
 : -7	-4	7	-10	4	-0.5	-10	-6
CC(C)(C)C(=O)O/N=C(/c1cccs1)C(C)(C)C
 : 8	3	-1	14	-65	1.2	-1	0
O=C(CS(=O)(=O)Nc1cccc(C(F)(F)F)c1)Nc1cccc(C(F)(F)F)c1
 : 8	-4	2	-2	8	-0.2	14	-7
O=C(O)/C=C/C(=O)NCC1CC1
 : -20	2	-6	2	-33	0.4	-6	1
CN(C)c1nc2ccccc2nc1N(C)C
 : 1	-1	3	5	-11	0.2	2	-4
O=c1cc(-c2ccccc2)c2ccccc2[nH]1
 : -4	4	-12	-7	33	-0.5	19	-8
COC(=O)/C=C(/Nc1cc(OC)ccc1OC)C(=O)OC
 : -13	-3	-1	2	-2	-0.2	-8	-1
Cc1ccsc1CNC(=O)c1c(-c2ccccc2)noc1C
 : -13	3	0	-8	-20	-0.2	-7	-9
Nc1ccc(Cl)cc1/C(=N/O)c1ccccc1
 : -6	-4	1	-6	11	-0.7	20	-8

# Compound profiles, from the list above.
# Cc1ccc(S(=O)(=O)Nc2ccccc2N2CCCCC2)cc1Cl as listed: S1P1 ag: 24; luminol inh ctr: 9; PME-1 Maybr inh: 0; TLR4-MyD88 inh: -6; Nox1 inh: -15; NOTCH agonist: nt; KOR antag MB: -14; rat GALR2 ag: -10
# CC(=O)c1cc2cc(Cl)cc(Cl)c2oc1=O as listed: S1P1 ag: 21; luminol inh ctr: 5; PME-1 Maybr inh: -4; TLR4-MyD88 inh: 16; Nox1 inh: -20; NOTCH agonist: -0.5; KOR antag MB: 28; rat GALR2 ag: -8

# The listing continues:
# Value order: S1P1 ag	luminol inh ctr	PME-1 Maybr inh	TLR4-MyD88 inh	Nox1 inh	NOTCH agonist	KOR antag MB	rat GALR2 ag
N#CCOc1ccc2ccccc2c1
 : 4	-6	8	0	1	-0.8	15	-8
Cc1nn(Cc2nnc(SCC(=O)Nc3ccc(Cl)cc3Cl)o2)c(C)c1Br
 : -12	3	3	3	-36	-0.2	-9	-2
CC(=O)c1c(O)c2ccccc2[nH]c1=O
 : -12	5	0	1	-39	-0.8	15	-6
Cc1ccc(C(=O)N2CCC(NC(=O)Cc3ccccc3)CC2)cc1
 : 1	-4	6	-4	6	0.2	14	-6
COc1ccc(CN(Cc2cccn2C)S(=O)(=O)c2cccc(C(F)(F)F)c2)cc1
 : 12	-3	5	5	-3	-0.6	-20	-9
